Screening results: PubChem BioAssay, SRMLSC
MRP resist rev – compounds reversing MRP-mediated drug resistance | H69AR cells + 2 uM doxorubicin, CellTiter-Glo, 72 h | differential viability (reversal), % at 10 µM | hit rate 0.04% among 85,000;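 active = viability drop by adding the cancer drug above about 55%, with treated viability meeting a 40% cutoff, limit read from the data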;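 also: viability without doxorubicin minus viability with 2 µM doxorubicin for each compound; larger differential means the compound sensitizes cells more to doxorubicin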
MRP resist rev cytotoxicity – second read-out of MRP resist rev, no call of its own (marks repeat the call); viability, %; H69AR cells, CellTiter-Glo, 72 h; measured here: cytotoxicity without doxorubicin
MRP resist rev with doxorubicin – further read-out of MRP resist rev, marked with its call; viability, %; measured here: viability with 2 uM doxorubicin; hits give low values
* = called active by the depositor. Some of the compounds tested (hit frequency here may not be typical).

SMILES | MRP resist rev | MRP resist rev cytotoxicity | MRP resist rev with doxorubicin
CN1[C@@H]2CC[C@H]1CC(OC(=O)C1C=Nc3ccccc31)C2 (some centres undefined) | 2.1 | 89.6 | 87.5
[N-]=[N+]=CC(=O)OC[C@H](N)C(=O)O | -5.2 | 95.1 | 100.3
CN1C[C@H](CNC(=O)OCc2ccccc2)C[C@@H]2c3cccc4c3c(cn4C)C[C@H]21 | -1.9 | 1.7 | 3.6
Cc1cc(C)n2c(Br)c(CN3CC4CC(C3)c3cccc(=O)n3C4)nc2n1 (centres undefined) | 11.3 | 100.6 | 89.3
CCCCCCn1c(=O)c(C(=O)Nc2c(C)n(C)n(-c3ccccc3)c2=O)c(O)c2ccccc21 | -5.7 | 11.9 | 17.6
COc1ccc2[nH]cc(CCN(C)C)c2c1 | -7.2 | 90.4 | 97.7
C#CCN(C)C(C)Cc1ccccc1 (centres undefined) | -11.2 | 94.7 | 105.8

Two entries picked at random from those above, as already listed:
SMILES | MRP resist rev | MRP resist rev cytotoxicity | MRP resist rev with doxorubicin
C#CCN(C)C(C)Cc1ccccc1 (centres undefined) | -11.2 | 94.7 | 105.8
CN1[C@@H]2CC[C@H]1CC(OC(=O)C1C=Nc3ccccc31)C2 (some centres undefined) | 2.1 | 89.6 | 87.5

Two entries from above, with two lines to a compound:
Value order: MRP resist rev	MRP resist rev cytotoxicity	MRP resist rev with doxorubicin
Cc1cc(C)n2c(Br)c(CN3CC4CC(C3)c3cccc(=O)n3C4)nc2n1 (centres undefined)
→ 11.3	100.6	89.3
CCCCCCn1c(=O)c(C(=O)Nc2c(C)n(C)n(-c3ccccc3)c2=O)c(O)c2ccccc21
→ -5.7	11.9	17.6
